# Bioassay records as filed in PubChem BioAssay.
# HIV fusion peptide: inhibitors of HIV fusion peptide binding, primary screen, biochemical, uHTS, fluorescence dequenching (AID 1986). cell-free peptide binding, fluorescence dequenching, 30 min; higher % means a stronger effect. inhibition, % at 20 µM, or IC50 in µM where a hit was titrated. hit rate 0.3% among 290,000; in the data active = inhibition mostly above about 52%, no sharp cut-off; inactive = mostly below about 76%; also: some results filed as inactive read as strong as hits
# NOD2 inhibition: NOD2 signaling inhibitors, cell-based, luminescence, uHTS, HEK293 (AID 1566) | hit rate 0.63% among 290,000 | HEK293 NOD2/NF-kB luciferase reporter, luminescence; higher % means a stronger effect | inhibition, % at 4 µM, or EC50 in µM where a hit was titrated; also: many of its hits are not listed in these tables
# AID2073: inhibitors of Mint1-CaV2.2 protein interaction, biochemical, HTRF (AID 2073). HTRF protein-protein interaction, Mint1-CaV2.2; higher % means a stronger effect. inhibition, % at 20 µM, or IC50 in µM where a hit was titrated. hit rate 0.19% among 290,000. Voltage-dependent N-type calcium channel subunit alpha-1B (Homo sapiens); in the data active = inhibition mostly above about 51%, no sharp cut-off; inconclusive = no clear call, values can overlap the other calls; inactive = mostly below about 53%; also: some results filed as inactive read as strong as hits
# Myeloid diff MLP: induction of myeloid progenitor differentiation, primary screen, cell-based, flow cytometry, MLPCN library. AID 624256, 2012. ER-HoxA9 myeloid progenitors, lysozyme-GFP differentiation. hit rate 1% among 360,000. calls only at 10 µM;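 active = normalized GFP-positive differentiation at or above the plate's own cutoff, the solvent-only control mean plus 3 SD; inconclusive = no clear call, values can overlap the other calls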;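 also: cells exposed to compound for four days before flow analysis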
# LYP phosphatase: inhibitors of LYP phosphatase, biochemical, fluorescence intensity, uHTS (AID 1779); Tyrosine-protein phosphatase non-receptor type 22 (Homo sapiens); recombinant LYP phosphatase, fluorescence intensity; higher % means a stronger effect; one-dose inhibition, % at 11.5 µM; IC50 in µM for titrated hits; hit rate 0.054% among 290,000;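 also: plate controls were vehicle with enzyme for no effect and no enzyme for full effect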
# XIAP antagonists: XIAP antagonists, biochemical, IAP family, fluorescence polarization (AID 1018); E3 ubiquitin-protein ligase XIAP (Homo sapiens); XIAP BIR domain, fluorescence polarization peptide displacement; higher % means a stronger effect; one-dose displacement, % at 20 µM; IC50 in µM for titrated hits; hit rate 0.007% among 200,000; in the data active = displacement above about 50%; also: a part of the inactive calls stands beside numbers as strong as those of hits
# Lipid droplet: inhibitors of hepatocyte lipid droplet formation, primary screen, imaging, high-throughput imaging, BODIPY stain; AML12 mouse hepatocytes, oleate lipid droplets; AID 1656, 2009; inhibition, % at 6.5 µM; hit rate 0.4% among 240,000;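 active = lipid droplet intensity inhibited by at least 50%, with more than 500 cells counted; inconclusive = wells with under 300 cells, treated as cytotoxic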
#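 Material: mouse AML12 hepatocyte cell line, fixed after treatment; Timing: compound with oleate, overnight; Technique: high-content imaging of BODIPY-stained droplets and DAPI nuclei; Probe or stimulus: oleate, 100 µM final; Dosing: compound at 6.5 µM only.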
# Siah-1 displacement: Siah-1 peptide-binding antagonists, primary screen, biochemical, fluorescence polarization, rhodamine-plectin, uHTS (AID 1817). E3 ubiquitin-protein ligase SIAH1 (Homo sapiens). Siah-1 / rhodamine-plectin peptide fluorescence polarization; higher % means a stronger effect. displacement, % at 20 µM, or IC50 in µM where a hit was titrated. hit rate 0.02% among 290,000;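 active = displacement of at least 50% at 20 µM, with a fluorescence ratio check between 0.3 and a set limit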;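 also: plate controls were Siah plus tracer with DMSO for no effect and tracer alone without Siah for full effect; strong numbers were not always called active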
# Dengue-2 NS5 capping: Dengue-2 NS5 methyltransferase inhibitors, primary screen, biochemical, confirmation dose response (AID 588689). Dengue-2 NS5 methyltransferase capping enzyme assay, biochemical; higher % means a stronger effect. inhibition, % at 25 µM; hits with a dose series show IC50 in µM. hit rate 0.3% among 340,000; in the data active = a potency from the dose series; inconclusive = inhibition above about 29% without an active follow-up result
# Lipid droplet cells 6.5 µM: further read-out of Lipid droplet, marked with its call; cell count; measured here: cell count, cytotoxicity flag;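 cells counted across two imaged fields per well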
# Myeloid diff MLP GFP+ MAC1+ %: further read-out of Myeloid diff MLP, marked with its call; GFP+ MAC1+ double positive, %; measured here: differentiation confirmed by MAC1 staining
# * marks the source's active call; other numbers are inactive results; i = inactive; ? = inconclusive; / = no result given. Rule as the data show it, unless noted: active = inhibition above about 50%; inactive = the rest. A portion of the library, so the mix of outcomes need not match the whole.
SMILES,HIV fusion peptide,NOD2 inhibition,AID2073,Myeloid diff MLP,Myeloid diff MLP GFP+ MAC1+ %,LYP phosphatase,XIAP antagonists,Lipid droplet,Lipid droplet cells 6.5 µM,Siah-1 displacement,Dengue-2 NS5 capping
O=c1nc(N/N=C/C=C/c2ccccc2)cn[nH]1,-1.5%,-75%,4%,i,0.5,2%,/,/,/,0%,15%
Cc1cc(C)n(-c2ccc(F)cc2CN2CCN(Cc3ccccc3)C(CCO)C2)n1 (configuration not stated),0.5%,7%,5%,i,0.7,-8%,-9.7%,2,708,-3%,-1%
CC(=O)C1=C(O)C(=O)N(CCN2CCOCC2)C1c1ccccc1 (configuration not stated),-1.6%,-6%,0%,i,6.7,-10%,-8.4%,-2,669,2%,-1%
CC1(C)OC(=CC=Nc2ccc(Cl)cc2)OC1(C)C,-2.0%,-61%,2%,i,1.3,-3%,/,15,752,0%,-11%
CC(C)NC(=O)c1c(O)c2ccccc2[nH]c1=O,3.3%,-35%,15%,i,4.0,0%,-9.0%,17,822,1%,-3%
COc1ccc(/C=N/Nc2nc3ccccc3c(=O)n2-c2ccccc2)cc1OC,-1.8%,-22%,20%,i,0.4,4%,1.0%,9,560,17%,0%
COCCSc1ccccc1C(=O)Nc1nccs1,-0.2%,-5%,-11%,i,1.0,-3%,-0.6%,4,806,0%,3%
CC(=O)Cn1nnc2sc(-c3ccccc3)cc2c1=O,8.8%,-45%,51%,i,0.3,-9%,-7.9%,33,751,4%,-13%
O=C(N/N=C/c1cn(-c2ccccc2)nc1-c1cc2ccccc2o1)c1c[nH]c2ccccc12,0.2%,/,20%,i,0.5,9%,-1.1%,52*,682*,-6%,/
CN1C(=O)CC(N2CCC(C(N)=O)CC2)C1=O (configuration not stated),-0.9%,8%,1%,i,0.8,-4%,-0.8%,8,719,2%,-5%
CCNS(=O)(=O)c1ccc(CCC(=O)Nc2ccc3c(c2)OCO3)cc1,-0.5%,-6%,2%,i,0.0,-2%,/,0,888,2%,/
CC1(C)C(C#N)=C(N)Oc2c1c(=O)oc1ccccc21,-0.5%,-14%,1%,i,0.2,-4%,/,13,707,0%,0%
CC(=O)Nc1ccc(NC(=O)c2ccc(NS(=O)(=O)c3cccc4cccnc34)cc2)cc1,1.3%,-6%,17%,i,0.6,-6%,/,41,813,-1%,-10%
CC1CCCCN1S(=O)(=O)c1ccc(-n2cnnn2)cc1 (configuration not stated),-0.8%,1%,0%,i,0.2,-9%,/,-13,834,7%,-6%
Cc1ccc(NC(=O)c2ccc(C(C)(C)C)cc2)cc1[N+](=O)[O-],1.7%,-11%,4%,i,0.0,-4%,-0.3%,39,671,-1%,-4%
O=C(Nc1ccc(Br)cc1)C1CCN(c2cnccn2)CC1,0.2%,20%,18%,i,1.4,-9%,/,7,734,0%,-3%
COc1cc(NS(=O)(=O)c2ccc(NC(C)=O)cc2)cc(OC)c1,0.5%,33%,1%,i,1.6,-3%,-17%,-3,722,4%,-7%
CCCCNC(=O)CCn1c(=O)c2ccccc2n(Cc2cc(C)ccc2C)c1=O,-2.0%,6%,-2%,i,1.4,-8%,-7.2%,3,603,3%,-7%
COc1ccc(N2CCN(C(=O)C3CCN(S(=O)(=O)N4CCOCC4)CC3)CC2)cc1,0.4%,22%,32%,/,/,-11%,-5.0%,/,/,1%,-6%
CCOc1ccc(S(=O)(=O)NN2Cc3ccccc3C2=N)cc1,-0.6%,3%,22%,i,0.2,-7%,-9.2%,9,704,-6%,4%
Cc1ccc(NC(=O)c2ccc3c(c2)OCCO3)cc1,0.9%,-221%,8%,i,1.2,-5%,-3.6%,/,/,0%,-1%
CN(Cc1ccccc1)C(=O)c1nc2ccccn2c1CN1CCCC1c1nccs1 (configuration not stated),2.4%,5%,14%,i,1.4,2%,-4.6%,-11,732,1%,-7%
CCOC(=O)C(C)n1cnc2c(nnn2-c2ccc(C)cc2)c1=O (configuration not stated),0.4%,-7%,-7%,i,11,-9%,-5.5%,1,754,4%,-6%
O=C(c1ccc2c(c1)OCO2)C1CCCN(Cc2cccn2-c2cccnc2)C1 (configuration not stated),1.1%,14%,9%,i,1.1,-12%,-3.5%,-3,666,-3%,4%
CC(CNc1ccccc1O)C(=O)O (configuration not stated),18%,5%,37%,i,0.6,-3%,-5.5%,-14,673,11%,20%

# A second format for some results above.
# The line under a structure holds: HIV fusion peptide	NOD2 inhibition	AID2073	Myeloid diff MLP	Myeloid diff MLP GFP+ MAC1+ %	LYP phosphatase	XIAP antagonists	Lipid droplet	Lipid droplet cells 6.5 µM	Siah-1 displacement	Dengue-2 NS5 capping
Cc1ccc(NC(=O)c2ccc3c(c2)OCCO3)cc1
 : 0.9%	-221%	8%	i	1.2	-5%	-3.6%	/	/	0%	-1%
CN(Cc1ccccc1)C(=O)c1nc2ccccn2c1CN1CCCC1c1nccs1 (configuration not stated)
 : 2.4%	5%	14%	i	1.4	2%	-4.6%	-11	732	1%	-7%
CCOC(=O)C(C)n1cnc2c(nnn2-c2ccc(C)cc2)c1=O (configuration not stated)
 : 0.4%	-7%	-7%	i	11	-9%	-5.5%	1	754	4%	-6%
O=C(c1ccc2c(c1)OCO2)C1CCCN(Cc2cccn2-c2cccnc2)C1 (configuration not stated)
 : 1.1%	14%	9%	i	1.1	-12%	-3.5%	-3	666	-3%	4%
CC(CNc1ccccc1O)C(=O)O (configuration not stated)
 : 18%	5%	37%	i	0.6	-3%	-5.5%	-14	673	11%	20%

# Next part.
SMILES,HIV fusion peptide,NOD2 inhibition,AID2073,Myeloid diff MLP,Myeloid diff MLP GFP+ MAC1+ %,LYP phosphatase,XIAP antagonists,Lipid droplet,Lipid droplet cells 6.5 µM,Siah-1 displacement,Dengue-2 NS5 capping
CCNc1ccc(C(=O)OCC(=O)c2cc(C)n(Cc3ccc4c(c3)OCO4)c2C)cc1[N+](=O)[O-],0.4%,13%,9%,i,0.9,1%,0.0%,15,631,2%,1%
CC1CCC/C(=C\Nc2ccc(C(=O)O)cc2)C1=O (configuration not stated),0.0%,-42%,-15%,i,0.3,-6%,-7.7%,8,737,1%,10%
O=C(c1cc(-c2cccc(O)c2)on1)N1CCCCCC1,-0.7%,-86%,-2%,i,1.3,-14%,/,2,815,5%,-13%
COc1cc2c(cc1NC(=O)C(C)Sc1nc3ccccc3n1C)oc1ccccc12 (configuration not stated),-2.0%,0%,10%,i,0.4,-8%,0.2%,-16,544,-4%,-6%
COC(=O)Cc1[nH]nc2c1C(c1cc(OC)c(OC)c(OC)c1)C(C#N)=C(N)O2 (configuration not stated),-1.6%,10%,4%,i,0.3,-2%,/,-12,674,5%,-2%
COc1ccc(CN(C)S(=O)(=O)c2ccc3c(c2)OCCO3)cc1,0.9%,2%,2%,i,2.8,-6%,/,1,843,2%,-5%
Cc1ccc(-n2c(N)cc(=O)nc2SCC(=O)N2CCN(c3ccccc3)CC2)cc1C,-2.9%,6%,5%,i,1.1,-10%,/,-9,628,0%,2%
COc1ccc(O)c(C(=O)c2cnn(-c3ccc(Cl)cc3)c2)c1,-2.8%,2%,11%,i,2.7,-1%,/,3,788,5%,-8%
Clc1ccc(NCc2nncn2-c2ccccc2)cc1,-2.2%,-10%,-3%,i,1.1,-11%,-11%,-4,770,-3%,-3%
O=C(Nc1ccc(NC(=O)c2cccs2)cc1)c1ccccc1,1.7%,2%,6%,i,0.4,0%,/,-2,788,-6%,7%
Cc1[nH]ncc1-c1ccccc1Cl,-0.1%,11%,8%,i,0.8,-1%,/,2,675,-1%,-7%
Nc1nc2ncc(C(=O)c3cc(F)ccc3O)cc2s1,1.2%,-22%,20%,i,0.7,4%,/,-4,707,0%,1%
COc1ccc(NC(=O)/C(C#N)=C\c2ccc(OCc3ccc(C(=O)O)cc3)c(OC)c2)cc1,41%,-1%,13%,i,0.2,36%,-6.5%,6,713,27%,-9%
COC(=O)c1c(C)oc(C)c1S(=O)(=O)NCc1ccc(Cl)cc1,-0.2%,24%,11%,i,0.7,-1%,/,1,682,1%,4%
CCOc1ncccc1C(=O)OCC(=O)NCCc1ccccc1,1.2%,10%,-5%,i,0.7,-3%,-3.0%,13,795,-2%,3%
COc1ccccc1N1CCN(C(=O)c2cccc(N3C(=O)NC4CC3(C)Oc3c(OC)cccc34)c2)CC1 (configuration not stated),11%,-2%,-5%,i,0.3,-7%,/,-1,749,1%,-1%
Cc1ccc(C(=O)N2CCC(N3CCC(C(=O)N4CCOCC4)CC3)CC2)cc1C,0.7%,-3%,0%,i,0.6,-6%,/,-11,843,3%,-4%
COc1ccc(CCN2C(=O)CSC2c2ccc(F)cc2)cc1 (configuration not stated),1.2%,3%,0%,i,0.6,-6%,/,-13,768,2%,-5%
O=c1n(Cc2ccccc2F)c2ccccc2n1Cc1ccccc1F,-0.8%,7%,2%,i,0.8,1%,-2.5%,-17,684,1%,-3%
CCC1CCCCN1CCCNC(=O)Cn1ncc2c([nH]c3ccc(C)cc32)c1=O (configuration not stated),4.5%,-6%,15%,?,/,-2%,/,3,760,-1%,-2%
CCOC(=O)N1CCN(c2ccc([N+](=O)[O-])cc2)CC1,-0.9%,15%,3%,i,0.6,-3%,-12%,5,676,4%,-8%
Cc1cc(=O)[nH]c2c1c(C)nn2C1CCCC1,-0.6%,4%,24%,i,0.8,-4%,-6.0%,0,736,5%,-6%
O=C(NCc1ccc(F)cc1)C(c1ccccc1)N(CC1CCCO1)C(=O)Cn1nnc2ccccc21 (configuration not stated),3.4%,9%,0%,i,0.4,-7%,-5.5%,-4,714,-3%,3%
Cc1ccccc1Cn1c(CN2CCN(c3ccc(F)cc3)CC2)nc2c1c(=O)n(C)c(=O)n2C,-2.5%,24%,-15%,/,/,-1%,-4.1%,-1,749,-2%,/
O=C1c2ccccc2C(=O)N1CCCCN(C(=O)c1ccc(Cl)s1)c1ccc(Cl)cc1,1.8%,5%,-5%,i,0.8,-11%,-3.7%,-7,707,-1%,-6%
O=C(Nc1ccc(CN2CCCCC2)cc1)c1ccc2c(c1)OCO2,3.6%,-16%,6%,i,2.2,2%,-6.7%,-7,641,-1%,-4%
COc1cccc(C(=O)Oc2cc(C)[nH]c(=O)c2[N+](=O)[O-])c1,-0.4%,19%,2%,i,0.3,-6%,-6.3%,1,730,10%,0%
COc1ccccc1-c1nnc(SCC(=O)N2CCOCC2)o1,2.7%,-11%,1%,i,1.6,-7%,-3.2%,4,676,0%,-4%
C=CCNc1cnn(-c2ccccc2)c(=O)c1Cl,-0.2%,-12%,-11%,i,0.4,-4%,-0.3%,4,739,5%,2%
